D1 antagonist: human D1 dopamine receptor antagonism; P21728; HEK293 TREx D1 cells, calcium flux, dopamine EC80; stronger effect = lower value; activity change, negative = inhibition, % at 10 µM; hit rate 3.2% among 360,000; in the data active means activity change below about -30%; further: on the % scale 0 is the no-effect control and ±100 the full control effect
Target sequence (P21728 whole entry, looked up): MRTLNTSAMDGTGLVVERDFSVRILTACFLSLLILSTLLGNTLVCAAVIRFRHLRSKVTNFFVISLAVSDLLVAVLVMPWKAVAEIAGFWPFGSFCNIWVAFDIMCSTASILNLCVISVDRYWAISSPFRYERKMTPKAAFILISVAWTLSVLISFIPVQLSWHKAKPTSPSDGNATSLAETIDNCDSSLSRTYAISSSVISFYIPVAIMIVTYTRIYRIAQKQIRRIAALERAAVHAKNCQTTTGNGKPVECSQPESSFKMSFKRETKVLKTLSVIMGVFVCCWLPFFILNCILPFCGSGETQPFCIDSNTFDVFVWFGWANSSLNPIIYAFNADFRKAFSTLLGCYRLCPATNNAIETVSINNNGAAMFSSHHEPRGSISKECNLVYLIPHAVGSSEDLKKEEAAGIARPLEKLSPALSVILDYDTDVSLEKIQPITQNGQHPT
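Tetracycline-induced HEK293 T-REx cells with force-coupled D1 receptor were loaded with a no-wash calcium dye. Compound was added after a 10 s baseline and read kinetically for 180 s; EC80 dopamine was then added and calcium flux followed another 180 s.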
RXFP1 antagonist: antagonists of human relaxin receptor RXFP1; HEK293-RXFP1, relaxin-stimulated cAMP HTRF, 30 min; stronger effect = lower value; hit rate 0.59% among 350,000; activity change, negative = inhibition, % at 57.5 µM;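 active means activity change of -60% or lower, but not beyond a set lower limit; inconclusive means change between -60% and -40%, or beyond the set limit; inactive means change above -40%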; further: on the % scale 0 is the no-effect control and ±100 the full control effect
D2 PAM: D2 dopamine receptor (human) potentiation; hit rate 0.34% among 340,000; HEK293 T-REx D2, calcium flux, EC20 dopamine potentiation; potentiation, % at 10 µM; P14416;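 active means potentiation over 3 SD above the plate norm, cut at about 30% in these data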; further: 0% is about no effect
Target sequence (P14416 whole entry, looked up): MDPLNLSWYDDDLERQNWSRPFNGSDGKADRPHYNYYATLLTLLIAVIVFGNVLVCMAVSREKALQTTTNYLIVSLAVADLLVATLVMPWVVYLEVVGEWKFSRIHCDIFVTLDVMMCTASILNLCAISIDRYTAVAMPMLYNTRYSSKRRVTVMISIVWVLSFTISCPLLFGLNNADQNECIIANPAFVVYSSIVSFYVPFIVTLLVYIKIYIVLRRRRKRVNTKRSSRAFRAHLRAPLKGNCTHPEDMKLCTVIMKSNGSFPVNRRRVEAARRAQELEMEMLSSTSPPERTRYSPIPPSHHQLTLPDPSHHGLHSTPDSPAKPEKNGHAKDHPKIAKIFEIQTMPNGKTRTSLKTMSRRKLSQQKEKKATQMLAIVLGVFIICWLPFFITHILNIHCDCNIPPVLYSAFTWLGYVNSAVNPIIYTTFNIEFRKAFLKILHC
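Using a no-wash calcium dye in inducible, force-coupled HEK293 Trex cells expressing D2, we tracked fluorescence each second for 180 s after compound, then for 180 s after EC20 dopamine to detect augmented signalling.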
TRHR enhancer: TRH receptor (human) allosteric enhancement; enhancement, % at 2 µM; TRHR cells, fluo-8 calcium fluorescence, EC20 TRH enhancement; AID 493056; P34981; hit rate 0.66% among 360,000; in the data active means enhancement above about 30%; further: 0% is about no effect
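TRHR-expressing cells loaded with fluo-8 calcium dye were read kinetically (ex 480/em 530) during compound addition, then stimulated with an EC20 of TRH (10 nM final). Enhancement of the Gq-mediated intracellular calcium response was scored.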
TRHR ag: agonists of human TRH receptor | AID 493084 | hit rate 0.18% among 360,000 | activation, % at 2 µM | TRHR cells, calcium flux fluo-8, FDSS agonist mode; further: 0% is about no effect
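Read-out: compound-evoked intracellular calcium rise in TRHR cells, fluo-8 dye, kinetic FDSS fluorescence at 1 s/cycle following a 10-cycle baseline. Cells cultured overnight before dye loading (30 min–1.5 h, RT).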
D1 agonist: activates the human D1 dopamine receptor | P21728 | HEK293 T-REx D1 cells, calcium flux, agonist mode | activation, % at 2 µM | hit rate 1% among 360,000; further: 0% is about no effect
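Inducible HEK293 T-REx D1 cells, force-coupled to calcium signalling, were plated at 4000 cells/well with tetracycline and held overnight at 30 C. After no-wash calcium dye loading, compound-evoked calcium rise over 180 s flagged agonists.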
D2 antagonist: antagonizes the human D2 dopamine receptor | inhibition, % at 10 µM | hit rate 2% among 340,000 | P14416 | HEK293 TREx D2 cells, calcium flux, dopamine EC80 | AID 485344; in the data active means inhibition above about 30%; further: 0% is about no effect
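Overnight-induced (tetracycline, 30 C) HEK293 T-REx cells carrying force-coupled D2 receive a no-wash calcium dye, then compound, then EC80 dopamine at 180 s; signals are read kinetically throughout.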
D1 PAM: potentiators of human D1 dopamine receptor; P21728; HEK293 TREx D1 cells, calcium flux, dopamine EC20 potentiation; potentiation, % at 10 µM; AID 504651; hit rate 0.036% among 360,000; in the data active means potentiation above about 30%; further: 0% is about no effect
D2 agonist: activates the human D2 dopamine receptor; P14416; HEK293 T-REx D2 cells, calcium flux agonist mode; hit rate 0.53% among 340,000; activation, % at 2 µM; AID 485358;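 active means activation over 3 SD above normal in the single-dose calcium agonist read, cut at about 30% in these data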; further: 0% is about no effect
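Tetracycline-induced HEK293 T-REx cells with force-coupled D2 receptor, plated overnight at 30 C, loaded with no-wash calcium dye. After a 10 s baseline, compound was pin-added and calcium flux read kinetically for 180 s; calcium rises flagged agonists.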
Active calls of the source: *; ? = inconclusive; · = not tested or not shown. Unless noted, no stated cut-off is given here; in the data, active means activation above about 30%; inactive means the rest.

SMILES	D1 antagonist	RXFP1 antagonist	D2 PAM	TRHR enhancer	TRHR ag	D1 agonist	D2 antagonist	D1 PAM	D2 agonist
CCCOc1ccc(-c2c(C(=O)N/N=C/c3cccnc3)nnn2-c2nonc2N)cc1	4	-28	19	0	0.4	0	14	2	0.3
Cc1cccc(NC(=S)NC2CCCCC2)n1	18	-23	13	-2	-0.5	4	-13	0	0.8
CS(=O)(=O)c1ccc(N2CCOCC2)c(S(C)(=O)=O)c1	11	13	2	9	10	22	21	-2	2.4
Cc1ccc(C(=O)N2C(=O)c3cccc(N)c3C2=O)o1	-10	-6	6	-2	-0.6	-1	-3	-1	2.0
COc1ccc(CN2CCCC(CO)(Cc3cccc(Cl)c3)C2)cc1OC (centres undefined)	-5	1	1	7	0.3	11	-19	-4	0.7
CN(C)c1cc(C(F)(F)F)nc(-c2ccccn2)n1	-22	3	-5	-2	-0.1	3	-4	-5	-1.3
Nc1cc(=O)nc(SCC(=O)Nc2ccc(F)cc2)n1-c1ccccc1Cl	3	8	-3	9	0.5	1	·	-4	-0.6
Cc1ccc(Sc2nc(C)cc(C)c2S(C)(=O)=O)cc1	6	3	-3	-1	0.7	4	-13	-9	0.6
CCC(=O)NC(Nc1ccccn1)(C(=O)OC)C(F)(F)F (centres undefined)	0	-17	4	-1	1.0	1	·	-1	·
Cn1nnnc1SCCCNCc1ccc(-c2ccc(F)c(Cl)c2)o1	-15	-12	-34	0	0.8	30	·	0	-0.1
CN(C)S(=O)(=O)c1ccc(N2CCCC2)c(C(=O)NCCc2ccc(F)cc2)c1	3	0	16	-7	-0.8	-1	-4	-3	-0.3
Cc1ccsc1/C=N/N=C/c1sccc1C	7	6	13	20	0.1	6	12	14	1.9
CCC(=O)Oc1ccc(C(=O)Nc2cccc(NC(=O)c3ccco3)c2)cc1	-4	-7	-7	-2	0.0	-3	-10	5	0.4
CCCCN(CCCC)S(=O)(=O)c1ccc(C(=O)Nc2nnc(COC)o2)cc1	0	-7	5	-3	-1.3	1	-12	6	-0.8
Cc1ccc(-c2nc(C)c(CCNC(=O)c3cccs3)s2)cc1	-25	·	10	-5	-0.8	-1	·	-6	0.7
O=C(Nc1ccc(F)cc1F)Nc1ccccc1C(=O)NCCN1CCNC1=O	4	3	-6	7	0.0	4	-1	-2	-0.2
Cc1oc(C2CC2)cc1C(=O)O	2	1	12	6	-0.2	5	12	-7	0.2
S=C(c1ccc(-c2ccc(Cl)c(Cl)c2)o1)N1CCOCC1	-5	-17	·	-1	-0.4	1	3	-3	2.0
CC1=C/C(=N\NC(=O)c2ccc(O)cc2)CC1	-9	1	-3	4	0.4	-1	-3	0	1.2
COc1ccc(-n2ncc(C(=O)Nc3cccc(C(F)(F)F)c3)c2C2CCN(C(=O)OC(C)(C)C)CC2)cc1	-6	-17	-6	2	0.7	5	·	-3	0.6
COc1cccc(NC(=O)CSCc2cc(=O)n3nc(C4CC4)sc3n2)c1	4	5	-2	13	0.4	4	-10	1	1.0
COC(=O)CSc1nnc(SCc2ccc(Cl)cc2)s1	-28	-5	·	-6	-1.0	17	·	-2	·
Cc1cc(C)n2nc(CNS(=O)(=O)c3ccc(CC(C)C)cc3)nc2n1	10	-5	-3	-3	-0.3	2	16	-3	-0.3
COc1ccc(N2C(=O)CC(C)(C)CC2=O)cc1OC	-2	-5	5	8	0.8	1	-2	-2	0.8
Cn1c(=O)c2[nH]c(N3CCOCC3)nc2n(-c2ccccc2)c1=O	-24	11	26	2	0.1	2	-2	-4	-0.5

Further compounds:
SMILES	D1 antagonist	RXFP1 antagonist	D2 PAM	TRHR enhancer	TRHR ag	D1 agonist	D2 antagonist	D1 PAM	D2 agonist
CC(=O)c1ccccc1OC(=O)COc1ccc(Cl)cc1C	·	4	2	18	-0.4	8	-33	-10	12
Cc1cc(O)c(/C=N/Nc2ccc(F)cc2)c(=O)o1	1	17	2	5	0.9	3	-7	0	-0.3
Cc1cc(C)c(OCC(=O)Nc2ccccc2N2CCOCC2)c(C)c1	4	-10	2	3	7.2	44*	13	2	5.9
CC(C)CC(=O)Nc1nnc(SCC(=O)Nc2ccc3c(c2)OCO3)s1	-13	-12	-2	-2	0.1	0	-2	-2	-0.4
O=C(Nc1nc2c(F)cc(F)cc2s1)C1CC(=O)N(Cc2ccco2)C1 (centres undefined)	-16	-11	8	2	1.8	5	0	2	0.4
CCOC(=O)c1c(-c2ccc(OC)cc2)csc1/N=C/C1=C(O)CCCC1=O	-11	1	1	27	10	37*	-1	-8	3.8
N/C(Cc1ccc(Cl)cc1Cl)=N\OC(=O)c1ccc(Br)o1	-15	?	18	-3	1.7	9	13	4	0.4
Cc1ccc(OCC(=O)Nn2cnc3ccccc32)cc1	-16	-2	3	-2	-0.6	8	-1	-5	0.5
CCCCC(c1nnnn1Cc1ccco1)N1CCN(c2nc3ccccc3s2)CC1 (centres undefined)	3	5	-10	10	-0.1	5	-6	-9	0.4
Cc1ccc(C(=O)NNC2CC(=O)N(c3ccc4c(c3)OCCO4)C2=O)cc1 (centres undefined)	9	-22	·	-5	0.2	2	-3	-3	-0.5
CCC(C)(C)c1ccc(Oc2cccc(C(=O)O)c2)cc1	-13	-7	5	6	-0.6	4	-21	-5	-0.6
COc1cc(S(=O)(=O)NCc2ccccc2Cl)ccc1-n1cnnn1	-10	-6	·	6	-0.7	12	-23	-6	-3.1
O=C(NCc1ccco1)c1cc(S(=O)(=O)N2CCOCC2)ccc1Cl	-10	6	12	16	-0.3	3	-15	3	0.0
CCCC[C@]12Cc3c(ccc4ccccc34)C(O1)C1=C(O2)C(=O)c2ccccc2C1=O	-4	·	·	-5	0.5	10	·	-1	·
O=C(Nc1ccc(S(=O)(=O)N2CCOCC2)cc1)c1cc(S(=O)(=O)N2CCOCC2)ccc1Cl	6	5	3	3	0.9	6	1	-9	0.1
CN1CCN(CCCNC(=O)c2cc3c(-c4ccc(Cl)cc4)nn(C)c3s2)CC1	2	·	-8	3	0.5	0	-7	-3	1.8
COc1ccc(/C=N/n2cnc3c([nH]c4ccc(C)cc43)c2=O)cc1CN1CCCC1	-8	-2	2	-5	0.8	4	-14	0	4.6
CCOC(=O)c1[nH]c(C)c(C(=O)OCC(=O)N2CC(=O)Nc3ccccc32)c1C	2	-8	7	-2	0.0	3	6	9	-0.3
CCOC(=O)c1sc2nc(C)nc(N3CCCCC3C)c2c1C (centres undefined)	16	-12	·	-3	0.2	0	-19	-2	1.4
O=C(COC(=O)CC1CCCC1)Nc1ccccc1[N+](=O)[O-]	-29	-1	12	-2	-0.6	-1	-2	-6	0.3
COc1ccc(NC2CCCN(C(=O)CCc3scnc3C)C2)cc1 (centres undefined)	1	3	11	5	1.0	0	-13	2	1.0
Cc1nc2ccccc2cc1C(=O)N/N=C/c1cccc([N+](=O)[O-])c1	3	-15	1	0	-0.1	3	-4	-4	-0.9
COC(=O)c1c(NC(=O)c2cccc(N3C(=O)CCC3=O)c2)sc2c1CCN(C(C)=O)C2	1	11	5	19	0.1	2	-14	4	0.1
O=C(O)c1cccc(Sc2cc(Cl)ccc2C(=O)O)c1	·	·	-15	5	0.4	-2	-1	2	1.1
Clc1ncn(CCOc2ccccc2)c1Cl	-8	-11	10	-2	0.3	1	-2	-3	-0.1

The list goes on:
SMILES	D1 antagonist	RXFP1 antagonist	D2 PAM	TRHR enhancer	TRHR ag	D1 agonist	D2 antagonist	D1 PAM	D2 agonist
Cc1cccc(N(CC(O)CON=C2c3ccccc3-c3ccccc32)S(C)(=O)=O)c1 (centres undefined)	7	-15	-2	2	0.2	1	7	0	0.2
Cc1ccc(S(=O)(=O)N[C@H](C(=O)NCC2CCC(C(=O)O)CC2)C(C)C)cc1 (some centres undefined)	2	-10	-1	-7	-0.1	2	9	-2	0.2
CCOc1ccc(-n2c(CC)nc3c(cnn3-c3ccc(Cl)cc3)c2=O)cc1	1	·	2	0	1.2	4	·	7	-0.5
O=C1CCN(Cc2ccccc2)CCN1CCOc1ccccc1	-13	·	-19	0	-0.1	2	-5	-4	-0.4
COc1ccc(-c2[nH]ncc2CN(C)CC2CCCCO2)cc1F (centres undefined)	-6	-5	-7	1	-0.1	2	-8	-9	1.6
O=C1/C(=C/c2ccc(F)cc2)SC(=S)N1CCCC(=O)N1CCCCC1CCO (centres undefined)	-31*	-100*	3	4	-0.3	13	32*	-2	0.1
O=C(NCCN1CCCCC1)Nc1cccc(C(F)(F)F)c1	-18	-13	-18	13	0.1	4	20	-5	0.2
O=C(CN1CCN(c2ccccc2O)CC1)Nc1ccnn1C1CCCC1	22	9	4	3	0.5	6	5	-2	1.5
NS(=O)(=O)c1cccc(NC(=O)COC(=O)CN2C(=O)C3CC=CCC3C2=O)c1 (centres undefined)	-10	-4	-15	5	0.8	5	12	3	0.0
Cc1ncc(CN=Cc2ccc(Cl)cc2)c(N)n1	20	4	-6	3	0.6	1	2	5	1.3

An excerpt of these results, with each value named.
O=C(NCCN1CCCCC1)Nc1cccc(C(F)(F)F)c1
  D1 antagonist = -18	RXFP1 antagonist = -13	D2 PAM = -18	TRHR enhancer = 13	TRHR ag = 0.1	D1 agonist = 4	D2 antagonist = 20	D1 PAM = -5	D2 agonist = 0.2
O=C(CN1CCN(c2ccccc2O)CC1)Nc1ccnn1C1CCCC1
  D1 antagonist = 22	RXFP1 antagonist = 9	D2 PAM = 4	TRHR enhancer = 3	TRHR ag = 0.5	D1 agonist = 6	D2 antagonist = 5	D1 PAM = -2	D2 agonist = 1.5
COc1ccc(-c2[nH]ncc2CN(C)CC2CCCCO2)cc1F (centres undefined)
  D1 antagonist = -6	RXFP1 antagonist = -5	D2 PAM = -7	TRHR enhancer = 1	TRHR ag = -0.1	D1 agonist = 2	D2 antagonist = -8	D1 PAM = -9	D2 agonist = 1.6
CCOc1ccc(-n2c(CC)nc3c(cnn3-c3ccc(Cl)cc3)c2=O)cc1
  D1 antagonist = 1	RXFP1 antagonist = ·	D2 PAM = 2	TRHR enhancer = 0	TRHR ag = 1.2	D1 agonist = 4	D2 antagonist = ·	D1 PAM = 7	D2 agonist = -0.5

4 entries from above, sorted by the number in D1 agonist, highest first:
| Compound | D1 antagonist | RXFP1 antagonist | D2 PAM | TRHR enhancer | TRHR ag | D1 agonist | D2 antagonist | D1 PAM |
| --- | --- | --- | --- | --- | --- | --- | --- | --- |
| NS(=O)(=O)c1cccc(NC(=O)COC(=O)CN2C(=O)C3CC=CCC3C2=O)c1 (centres undefined) | -10 | -4 | -15 | 5 | 0.8 | 5 | 12 | 3 |
| O=C(NCCN1CCCCC1)Nc1cccc(C(F)(F)F)c1 | -18 | -13 | -18 | 13 | 0.1 | 4 | 20 | -5 |
| Cc1ccc(S(=O)(=O)N[C@H](C(=O)NCC2CCC(C(=O)O)CC2)C(C)C)cc1 (some centres undefined) | 2 | -10 | -1 | -7 | -0.1 | 2 | 9 | -2 |
| Cc1ncc(CN=Cc2ccc(Cl)cc2)c(N)n1 | 20 | 4 | -6 | 3 | 0.6 | 1 | 2 | 5 |

Single entries from the entries so far.
Cc1cc(C)n2nc(CNS(=O)(=O)c3ccc(CC(C)C)cc3)nc2n1 in D1 agonist reads 2
N/C(Cc1ccc(Cl)cc1Cl)=N\OC(=O)c1ccc(Br)o1 in D1 antagonist reads -15

Screening results as filed in PubChem BioAssay.

Hits appear at their usual frequency. About 7.1% of those tested had a hit in this group.
